# Screening data deposited in PubChem BioAssay by National Center for Advancing Translational Sciences (NCATS).
# PGK inhibitor: qHTS Assay to Find Inhibitors of Phosphoglycerate Kinase | AID 602233, 2012 | Phosphoglycerate kinase, glycosomal (Trypanosoma brucei brucei), P07378 | PGK/GAPDH coupled, Kinase-Glo luminescence, 60 min | 380,000 tested, 0.043% active | Potency, µM (top dose mostly 57.5 µM), for inactives: top-dose activity change, negative = inhibition, actives largely listed as inhibitors; further: on the % scale 0 is the no-effect control and ±100 the full control effect; nearly all actives have a fitted effect of over 60% in size
#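 Recombinant glycosomal PGK reaction used 1,3-bisphosphoglycerate generated in-well by GAPDH (100nM final) in 100mM TEA pH 7.6, 5mM MgCl2, 0.01% Tween-20. After 60 minutes at room temperature, ATP was read by Kinase-Glo Plus luminescence end-point.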
# TrxR1 inh: qHTS Assay for Inhibitors of Mammalian Selenoprotein Thioredoxin Reductase 1 (TrxR1): qHTS | AID 588453, 2011 | Thioredoxin reductase 1, cytoplasmic (Rattus norvegicus), O89049 | Potency, µM (series often up to 114 µM), without a hit: at the top dose activity change, negative = inhibition, hits mostly inhibitors | 390,000 tested, 1% active | recombinant rTrxR1, NADPH fluorescence consumption, selenite substrate; further: on the % scale 0 is the no-effect control and ±100 the full control effect; nearly all actives have a fitted effect of over 65% in size
#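 Rat TrxR1 (90 nM in the dispensed reagent) was pre-reduced with 400 uM NADPH for 5 min at room temperature, then incubated with compound for 15 min. After 400 uM selenite was added, NADPH fluorescence (Ex 340/Em 450 nm) was followed for 8 min.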
# JMJD2A Tudor inh: qHTS Assay for Inhibitors of JMJD2A-Tudor Domain; AID 504339, 2011; Lysine-specific demethylase 4A (Homo sapiens), O75164; Potency, µM (titrated, usually from 114 µM), without a hit: at the highest dose activity change, negative = inhibition, most hits filed as inhibitors; 390,000 tested, 4.4% active; AlphaScreen JMJD2A-Tudor / H3K4me3 peptide binding; further: on the % scale 0 is the no-effect control and ±100 the full control effect; nearly all actives have a fitted effect of over 50% in size
# HP1b chromo inh: HTS for Inhibitors of HP1-beta Chromodomain Interactions with Methylated Histone Tails; Chromobox protein homolog 1 (Homo sapiens), P83916; AlphaScreen HP1-beta / biotin-H3K9me3 peptide binding; Potency, µM (doses to about 114 µM), for inactives: top-dose activity change, negative = inhibition, usual class: inhibitors; 390,000 tested, 0.56% active; further: nearly all actives have a fitted effect of over 70% in size; inactives centre near 23
# Target sequence (P83916 whole entry, looked up): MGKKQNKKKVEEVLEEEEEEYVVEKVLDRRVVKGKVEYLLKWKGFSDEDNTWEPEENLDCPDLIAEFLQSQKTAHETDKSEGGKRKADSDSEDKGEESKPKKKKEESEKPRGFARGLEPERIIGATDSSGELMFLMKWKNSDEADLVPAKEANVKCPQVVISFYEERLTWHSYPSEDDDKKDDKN
#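 Compound inhibition of the preformed complex between 50 nM HP1-beta and 50 nM biotinylated H3K9me3 peptide was read by AlphaScreen. Buffer was PBS pH 7.4 with 0.01% Tween-20. Incubations ran 30 min at room temperature, with 10 ug/mL donor/acceptor beads.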
# GLS inh: qHTS for Inhibitors of Glutaminase (GLS). GLS enzymatic activity, qHTS titration. Potency, µM (doses to about 45.5 µM), for the others: at the top dose activity change, negative = inhibition, most hits filed as inhibitors. 410,000 tested, 0.21% active; further: on the % scale 0 is the no-effect control and ±100 the full control effect
#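 Two-point fluorescence kinetic (t0, 30 min RT) for hKGA; glutamate detected via glutamate oxidase–HRP–Amplex Red. Substrate: 1 mM L-glutamine solution; buffer 45 mM KH2PO4, pH 8.2.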
# RGS4 inhibitor: Inhibitors of Regulator of G Protein Signaling (RGS) 4: qHTS; 390,000 tested, 0.039% active; AID 504845, 2011; Potency, µM (doses to about 114 µM), for inactives: at the top dose activity change, negative = inhibition, usual class: inhibitors; Transcreener GDP fluorescence polarization, RGS4-accelerated GTP hydrolysis; further: on the % scale 0 is the no-effect control and ±100 the full control effect; nearly all actives have a fitted effect of over 75% in size; some results filed as inactive show a strong effect at the top dose
# Target sequence (P49798 whole entry, looked up): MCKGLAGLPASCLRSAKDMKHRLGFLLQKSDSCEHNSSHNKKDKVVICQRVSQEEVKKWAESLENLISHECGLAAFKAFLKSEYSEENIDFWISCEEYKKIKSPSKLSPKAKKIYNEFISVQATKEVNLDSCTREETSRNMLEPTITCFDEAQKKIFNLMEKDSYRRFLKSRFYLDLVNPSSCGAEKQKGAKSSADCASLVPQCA
#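 MLSMR compounds (23 nl, pin-transferred) preincubated 10 min at room temperature with a 500nM (2x) first reagent, then RGS4 at 900nM (2x) plus Transcreener GDP mix added; fluorescence polarization (620/688 nm) read before and after 90 min at 30 °C.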
# ALOX12 inh: Primary qHTS assay for inhibitors of human arachidonate 12S-lipoxygenase (ALOX12): Round 2 | purified 12hLO, xylenol orange hydroperoxide absorbance | Potency, µM (top dose mostly 108 µM), for the others: at the highest dose activity change, negative = inhibition, most hits filed as inhibitors | 580,000 tested, 1.1% active | AID 1671190, 2021; further: on the % scale 0 is the no-effect control and ±100 the full control effect
# Target sequence (P18054 whole entry, looked up): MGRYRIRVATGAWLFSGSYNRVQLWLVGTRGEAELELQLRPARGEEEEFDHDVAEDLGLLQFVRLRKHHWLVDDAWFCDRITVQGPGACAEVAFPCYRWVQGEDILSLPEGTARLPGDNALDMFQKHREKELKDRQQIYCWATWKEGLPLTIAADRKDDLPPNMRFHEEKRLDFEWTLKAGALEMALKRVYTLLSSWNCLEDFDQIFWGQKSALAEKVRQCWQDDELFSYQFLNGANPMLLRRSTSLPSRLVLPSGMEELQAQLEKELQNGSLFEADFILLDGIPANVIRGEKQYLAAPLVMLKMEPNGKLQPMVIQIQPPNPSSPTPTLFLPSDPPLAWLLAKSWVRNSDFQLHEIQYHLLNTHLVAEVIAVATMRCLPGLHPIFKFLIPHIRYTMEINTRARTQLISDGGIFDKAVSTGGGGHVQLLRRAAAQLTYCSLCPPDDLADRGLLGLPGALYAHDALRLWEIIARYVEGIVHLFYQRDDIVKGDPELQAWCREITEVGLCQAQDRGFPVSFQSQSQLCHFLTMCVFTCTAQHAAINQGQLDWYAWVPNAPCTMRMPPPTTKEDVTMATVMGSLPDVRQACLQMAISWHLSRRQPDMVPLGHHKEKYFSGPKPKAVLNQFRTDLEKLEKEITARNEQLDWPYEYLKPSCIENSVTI
#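 Purified human 12hLO (150 nM final) in 25 mM Hepes, 0.01% Triton X-100, pH 7.0 was preincubated 15 min at room temperature with compound. Then 40 uM arachidonic acid was added, 30 min. Hydroperoxide was read by Fe-XO absorbance ratio 573/405 nm.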
# Pin1 inh: qHTS Assay to Find Inhibitors of Pin1; Pin1 FP peptide displacement, HiFluor488, 10 min; Potency, µM (highest dose often 115 µM), for inactives: at the highest dose activity, negative = inhibition, actives largely listed as inhibitors; 390,000 tested, 0.009% active; AID 504891, 2011; active means well fitted inhibition curve with a large enough effect in the polarisation, with a control signal flat, not every such curve was filed as active; inconclusive means small, poorly fitted or top-dose-only effect, or effect the other way, or a change in a side signal; inactive means no such curve, though single readings can be large or run the other way; the % refers to the polarisation; further: on the % scale 0 is the no-effect control and ±100 the full control effect
# ERG Ets-DNA blk: qHTS for Small Molecule Inhibitors of the ERG Ets/DNA interaction. Transcriptional regulator ERG (Homo sapiens), P11308. fluorescence polarization, His-ERG Ets domain / labelled DNA. Potency, µM (series often up to 76.9 µM), for the others: at the highest dose FP activity, negative = inhibition, hits mostly inhibitors. 370,000 tested, 0.028% active; active means well fitted inhibition curve with a large enough effect in the polarisation, with a control signal flat; inconclusive means small, poorly fitted or top-dose-only effect, or effect the other way, or a change in a side signal; inactive means no such curve, though single readings can be large or run the other way; the % refers to the polarisation;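 further: polarization taken with two DNA probes labelled with fluorescein and Texas red; % of control where 0% means no effect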
#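 His-tagged ERG Ets domain (1 uM in the protein solution; 300mM KCl, 50mM Tris-HCl, 1mM EDTA, 1mM DTT, pH 7.5) received compound, then a probe mix of 5 nM fluorescein-DNA and 100nM Texas-615-DNA. Fluorescence polarization was read for both dyes.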
# Starred values were filed as active, the others as inactive; i = inactive; ? = inconclusive; nt = no result given; [ ] = another dose, or the depositor's remark. Unless noted, the call rests on the fitted dose curve; in most records, active means well fitted curve in the direction sought with a large enough effect; inconclusive means small, poorly fitted or top-dose-only effect, or another doubt; inactive means no such curve, though single readings can be large; an effect the other way counts as inactive or inconclusive. Potency means the concentration at half of the fitted maximal effect. A portion of the library (hit frequency here may not be typical).
SMILES,PGK inhibitor,TrxR1 inh,JMJD2A Tudor inh,HP1b chromo inh,GLS inh,RGS4 inhibitor,ALOX12 inh,Pin1 inh,ERG Ets-DNA blk
CNc1ccc(Br)cc(C(=O)/C=C/c2cccc(OC)c2)c1=O,-7%,13µM*,45µM*,?,3%,?,?,?,2%
COc1cccc(CNC(=O)Cn2c(=O)ccc3cc(S(=O)(=O)N4CCCC4)ccc32)c1,-5%,33%[57.1 µM],-12%,20%[57 µM],-1%,6%,-11%,-1%,0%
O=C1COc2ccc(S(=O)(=O)CCC(=O)N3CCN(c4cccc(C(F)(F)F)c4)CC3)cc2N1,i,16%,-26%,28%,0%,-10%,2%,-1%,-1%
Cc1ccc(Cl)c(OCC(O)CN(CCO)CCO)c1 (centres undefined),-1%,6%,-12%,22%,19%,17%,?,-1%,7%
Cc1ccc(CC(=O)O/N=C(\N)c2ccccn2)cc1,-5%,30%,-6%,42%[activator],13%,12%,-6%,0%,2%
COC(=O)Nc1nc(-c2ccc(F)cc2)c(C)s1,-9%,16%[57.1 µM],-14%,-2%,4%,11%,-5%,-5%,18%
C(=N\Nc1nc2ccccc2[nH]1)/c1c[nH]c2ccccc12,-12%,3%[57.1 µM],45µM*,?,13µM*,-14%,?,-7%,9%
O=C(Cc1ccc(Cl)cc1)Nc1ccc2oc(-c3ccncc3)nc2c1,5%,16%,-6%,55%[activator],3%,-15%,0%,3%,0%
COc1ccc2c(c1)OC1=C(C(=O)CCC1)C2C1=C(O)CCCC1=O (centres undefined),-2%,?,-21%,-2%,-4%,-19%,-26%,-8%,-1%
NC(=O)COC(=O)c1cc(S(=O)(=O)N2CCN(c3ccccc3)CC2)ccc1Cl,-7%,14%[57.1 µM],-8%,38%[activator],0%,-16%,-22%,0%,-2%

# A draw from above in order of number of heavy atoms, largest number first.
SMILES,PGK inhibitor,TrxR1 inh,JMJD2A Tudor inh,HP1b chromo inh,GLS inh,RGS4 inhibitor,ALOX12 inh,Pin1 inh,ERG Ets-DNA blk
O=C1COc2ccc(S(=O)(=O)CCC(=O)N3CCN(c4cccc(C(F)(F)F)c4)CC3)cc2N1,i,16%,-26%,28%,0%,-10%,2%,-1%,-1%
COc1cccc(CNC(=O)Cn2c(=O)ccc3cc(S(=O)(=O)N4CCCC4)ccc32)c1,-5%,33%[57.1 µM],-12%,20%[57 µM],-1%,6%,-11%,-1%,0%
NC(=O)COC(=O)c1cc(S(=O)(=O)N2CCN(c3ccccc3)CC2)ccc1Cl,-7%,14%[57.1 µM],-8%,38%[activator],0%,-16%,-22%,0%,-2%
O=C(Cc1ccc(Cl)cc1)Nc1ccc2oc(-c3ccncc3)nc2c1,5%,16%,-6%,55%[activator],3%,-15%,0%,3%,0%
COc1ccc2c(c1)OC1=C(C(=O)CCC1)C2C1=C(O)CCCC1=O (centres undefined),-2%,?,-21%,-2%,-4%,-19%,-26%,-8%,-1%
CNc1ccc(Br)cc(C(=O)/C=C/c2cccc(OC)c2)c1=O,-7%,13µM*,45µM*,?,3%,?,?,?,2%
Cc1ccc(Cl)c(OCC(O)CN(CCO)CCO)c1 (centres undefined),-1%,6%,-12%,22%,19%,17%,?,-1%,7%
COC(=O)Nc1nc(-c2ccc(F)cc2)c(C)s1,-9%,16%[57.1 µM],-14%,-2%,4%,11%,-5%,-5%,18%

# (cont.)
SMILES,PGK inhibitor,TrxR1 inh,JMJD2A Tudor inh,HP1b chromo inh,GLS inh,RGS4 inhibitor,ALOX12 inh,Pin1 inh,ERG Ets-DNA blk
CCOc1ccc(C(=O)NCC(=O)NNC(=O)CN(C)S(=O)(=O)c2ccc(Cl)cc2)cc1,10%,-7%,-15%,23%,20%,21%,7%,-4%,5%
CN1C(=O)C(CC(=O)Nc2ccc(F)cc2)N(Cc2cccs2)C1=S (centres undefined),-7%,-6%,0%,22%,-19%,-9%,10%,-5%,7%
COc1ccc(NC(=O)c2c(NC(=O)COc3ccc(Cl)cc3)sc3c2CCCCC3)cc1,-8%,8%,-9%,32%,-8%,-13%,-15%,2%,0%
COc1cc2c(cc1OC)C(c1ccc(Cl)cc1)=NCC2,-2%,31%,-8%,32%,-1%,20%,?,-5%,-4%
CCc1cccc(NC(=O)C(CC(C)C)NS(=O)(=O)c2ccc3c(c2)oc(=O)n3C)c1 (centres undefined),i,-2%,-13%,39%[activator],-4%,-15%,?,19%,0%
CC1=C(C(=O)Nc2ccccc2)C(c2ccc(C)o2)N2C(=O)CSC2=N1 (centres undefined),-2%,-7%,-24%,18%,2%,-17%,2%,37%[activator],17%
CN(C)S(=O)(=O)c1ccc(Cl)c(C(=O)NNC(=O)c2ccc3c(c2)OCO3)c1,-9%,10%,-2%,75%[activator],16%,16%,11%,6%,14%
NCCNC(=O)c1ncsc1-c1cccc(F)c1,1%,9%[57.1 µM],-23%,24%,4%,-7%[56.9 µM],-2%,-5%,8%
O=C(CCOc1ccccc1)Nc1cccc(S(=O)(=O)Nc2ccccc2Cl)c1,10%,-5%,-18%,9%,0%,2%,-17%,22%,3%
CC(N=c1ccccn1C(=O)Nc1ccc(F)cc1)c1ccco1 (centres undefined),-6%,21%,-9%,13%,-1%,36%,2%,9%,nt
O=C(NC1CCCC1)C(c1cccs1)N(Cc1ccco1)C(=O)Cn1nnc(-c2cccs2)n1 (centres undefined),nt,-14%,-2%,14%,5%,-6%,10%,28%,-6%
CCOc1ccc(C2C(C(=O)c3ccc(C)o3)=C(O)C(=O)N2CCCN(CC)CC)cc1 (centres undefined),-2%,?,-17%,26%,0%,-7%,-18%,-1%,9%
Cc1ccc(C)c(N(CC(=O)N2CCc3ccccc3C2)S(C)(=O)=O)c1,-8%,32%,-12%,50%[activator],1%,26%,0%,3%,21%
Cc1ccc(NC(=O)c2cc(NC(=O)c3ccco3)ccc2N2CCOCC2)cc1Cl,0%,0%[57.1 µM],0%,49%[activator],0%,-18%,-21%,15%,-2%
CCCCNC(=O)CSc1nc2cc3c(cc2c(=O)n1CCCCCC(=O)NCc1ccc2c(c1)OCO2)OCO3,-4%,10%[57.1 µM],-12%,26%,8%,8%,-30%,-6%,-12%
O=C1CC(c2ccc(S(=O)(=O)N3CCCCC3)cc2)CN1 (centres undefined),-7%,-1%[57.1 µM],-15%,17%,0%,-10%,11%,-10%,4%
CCc1cccc(-n2c(C)nc3c(cnn3-c3ccc(C)c(C)c3)c2=O)c1,-1%,15%,0%,32%,0%,-12%,-27%,2%,-2%
NS(=O)(=O)c1ccc(NC(=S)N2CCN(Cc3ccc(Cl)c(Cl)c3)CC2)cc1,-6%,-8%[57.1 µM],?,17%,9%,-13%,-1%,-3%,5%
CC(=O)Nc1ccc(S(=O)(=O)Nc2ccc(Cl)cn2)cc1,-4%,11%[57.1 µM],-1%,44%[activator],-13%,0%,0%,2%,-1%
CCOC(=O)C1CC2=C(CC(C)(C)CC2=O)N(CCOC)C1=O (centres undefined),-2%,3%,5%,38%[activator],0%,-8%,7%,-4%,13%
Cc1ccc(Cl)cc1N1CCN(C(=O)Cn2nc(C)n3c(cc4sccc43)c2=O)CC1,10%,19%,-15%,27%,0%,38%,-17%,1%,-7%
CN(C)C(=O)N1CCCC(C(=O)NCc2ccccc2Cl)C1 (centres undefined),nt,18%,-14%,15%,-1%,17%,8%,-4%,-10%
CCOc1ccc(S(=O)(=O)NCc2cccnc2)cc1NC(=O)c1ccccc1F,-3%,27%[57.1 µM],-6%,28%,5%,-9%,-9%,2%,-17%
COc1ccc(C2C(C(=O)c3ccc(C)o3)=C(O)C(=O)N2c2cc(C)on2)cc1OC (centres undefined),-7%,-19%,?,0%,0%,7%,?,0%,1%
CN(C1CCS(=O)(=O)C1)S(=O)(=O)c1ccccc1[N+](=O)[O-] (centres undefined),i,19%,-13%,37%,0%,9%,-3%,2%,9%
O=C(NCc1ccc(Cl)cc1)C(=O)NCC(c1cccs1)S(=O)(=O)c1cccs1 (centres undefined),10%,6%[57.1 µM],-2%,47%[activator],-3%,-16%,-10%,8%,-2%
CCCNC(=O)c1cnc2sc(N3CCCCCC3)nn2c1=O,-5%,9%[57.1 µM],-9%,44%[activator],-3%,-15%,?,-1%,-1%
CCNc1nc(NCc2ccccc2)nc(SCC(=O)Nc2ccccc2)n1,-4%,-4%,-18%,-10%,6%,-7%,-26%,-5%,-9%
Cc1c(NCc2ccncc2)cccc1C(=O)O,-6%,16%[57.1 µM],-24%,52%[activator],-9%,6%,?,-8%,-4%
COc1ccc(OCC(O)CNC2CCCC2)cc1 (centres undefined),-2%,25%,-8%,7%,0%,-5%,-26%,-9%,14%
